AI-2 QS modul – modulates the Vibrio harveyi AI-2 quorum sensing system. Vibrio harveyi JMH597 AI-2 luminescence/OD600 ratio, 9 h; hits give low values; strain lacks LuxN and CqsS sensors; 0 = neutral-control median. activity change, % at 7.5 µM. 0.4% of 300,000 active. AID 2094; in the data active means activity change below about -75%, passing the limit was not always enough;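 further: luminescence divided by OD600 gain over 9 h not by final OD600 alone; inactives centre near 13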
HIF activator – HIF pathway transcriptional activation; U2OS HRE-luciferase reporter, luminescence; normalized: DMSO 0%, desferrioxamine 100%; activation, % at 7.5 µM (by protocol); 0.32% of 300,000 active;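 active means mean activation of at least 10% of the iron chelator positive control signal, with at least half of replicates also reaching 10%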
KLF5 inh – kruppel-like factor 5 inhibition. inhibition, % at 5 µM. AID 1700. DLD-1 KLF5 promoter-luciferase reporter, luminescence. 0.23% of 290,000 active;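 active means inhibition above a per-plate limit of that plate's mean compound inhibition plus 3 SD, cut at about 60% in these data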;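 further: 0% = DMSO wells and 100% = LY294002 at 200 µM; higher means less KLF5 promoter-driven luciferase light; inactives centre near -14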
HSF1 inh – HSF1 inhibition. NIH3T3-HGL HSE-luciferase, MG132-induced, luminescence 8 h; hits give low values. 0.77% of 300,000 active. AID 2098. activity change, negative = inhibition, % at 7.5 µM (by protocol);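 active means more than half of replicate wells show activity change below -50%, luminescence cut by over half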;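 further: luciferase reports HSF-1 transcriptional activity via heat shock element; 0% = median of DMSO wells and -100% = zero luminescence signal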
aSyn UTR inh – MLPCN primary screen, SNCA 5' untranslated region; alpha-synuclein 5'UTR reporter, inhibitor activity; inhibition, % (tested at 7.5 µM); 0.82% of 300,000 active; in the data active means inhibition above about 60%;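 further: H4 neuroglioblastoma cells stably carrying SNCA 5'UTR luciferase fusion; 0% = DMSO wells and 100% = positive control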
HSF-1 act – increases HSF-1 driven luciferase reporter signal. NIH3T3-HGL HSF-1 luciferase reporter, MG132, 8 h; 100% = twice DMSO control signal. 1.7% of 300,000 active. activation, % at 9 µM. AID 504408;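 active means mean replicate activation of at least 50% with a set share of replicates each reaching 50%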;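 further: 0% = median of the neutral control wells and 100% = twice that signal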
Platelet DG rel – modulates dense granule release in human platelets. human platelet-rich plasma, SFLLRN dense granule ATP release, luminescence. inhibition, %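 (compounds screened at 7.5 µM in platelet-rich plasma)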. 0.22% of 300,000 active. AID 1663;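 active means mean replicate score, as percent of positive control, at or above 50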
IEC-6 tox – kills IEC-6 intestinal cells in KLF5 counter-screen | inhibition, % at 5 µM | 0.78% of 290,000 active | IEC-6 cytotoxicity, luminescence viability | AID 1825; in the data active means inhibition above about 22%;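 further: 0% = plate median of test compound wells and 100% = cytotoxic reference compound wells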
HSP90 inh – blocks HSP90-mediated luciferase refolding in reticulocyte lysate; Rabbit reticulocyte lysate, luciferase refolding luminescence, 3 h; 0.91% of 290,000 active; inhibition, % at 5.6 µM;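 active means inhibition above the screen-wide mean plus 3 SD, computed separately per campaign, cut at about 16% in these data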;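 further: 0% = DMSO wells and 100% = 60 µM geldanamycin wells; inhibitors lower the luminescence because luciferase stays unfolded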
SKKanGAS inh – inhibitors of SKKanGAS S. pyogenes growth in kanamycin (SK-promoter or general growth effect); AID 1662; inhibition, % at 7.5 µM; 1.3% of 300,000 active; BacTiter-Glo, 6 h;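 active means mean replicate score, as percent of positive control median, at least 50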;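 further: strain carries kanamycin resistance gene driven by streptokinase promoter and grows in 40 µg/ml kanamycin; loss of luminescence reflects streptokinase promoter inhibition or plain growth inhibition; 0% = median of DMSO wells and 100% = positive control at its reference dose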
The depositor's hits bear a star.

Cc1c(NC(=O)C(C)N(c2ccccc2)S(C)(=O)=O)c(=O)n(-c2ccccc2)n1C (stereo not given) was read as AI-2 QS modul 2, HIF activator -0.4, KLF5 inh -34, HSF1 inh 3, aSyn UTR inh 2, HSF-1 act 10, Platelet DG rel -3, IEC-6 tox -6, HSP90 inh -3 and SKKanGAS inh -1.
COc1ccc(N(C)C(=O)CCC(=O)Nc2ccc3nc(N4CCOCC4)cc(C)c3c2)c(OC)c1 was read as AI-2 QS modul 1, HIF activator 0.1, KLF5 inh 4, HSF1 inh 6, aSyn UTR inh 16, HSF-1 act 6, Platelet DG rel -3, IEC-6 tox 1, HSP90 inh 3 and SKKanGAS inh 10.
`CCCN1CCc2c(sc3nc(SCC)n(-c4ccc(OC)cc4)c(=O)c23)C1` gave AI-2 QS modul 12, HIF activator 1.8, KLF5 inh -2, HSF1 inh -6, aSyn UTR inh 3, HSF-1 act 13, Platelet DG rel -5, IEC-6 tox 0, HSP90 inh 3 and SKKanGAS inh 9.
Screening C=CCn1c(SCC(=O)c2cc(C)n(C(C)COC)c2C)nc2sc(C)c(C)c2c1=O (stereo not given) returned AI-2 QS modul 15, HIF activator -0.1, KLF5 inh 1, HSF1 inh 1, aSyn UTR inh -6, HSF-1 act 25, Platelet DG rel -5, IEC-6 tox -5, HSP90 inh 1 and SKKanGAS inh 15.
Screening CC1CCC(C(C)C)C(OCC[N+](C)(C)C)C1 (stereo not given) returned AI-2 QS modul -8, HIF activator 0.6, KLF5 inh 3, HSF1 inh -5, aSyn UTR inh -11, HSF-1 act 4, Platelet DG rel 1, IEC-6 tox 4, HSP90 inh -1 and SKKanGAS inh -10.
`CC(=O)Nc1ccc(S(=O)(=O)c2ccc(C)cc2)cc1` gave AI-2 QS modul -14, HIF activator -0.1, KLF5 inh 4, HSF1 inh 4, aSyn UTR inh -8, HSF-1 act 6, Platelet DG rel 10, IEC-6 tox 4, HSP90 inh 1 and SKKanGAS inh 3.
`OC(COc1ccccc1)CSc1ncn[nH]1` (stereo not given) gave AI-2 QS modul 7, HIF activator -0.2, KLF5 inh 2, HSF1 inh 1, aSyn UTR inh 2, HSF-1 act 5, Platelet DG rel 2, IEC-6 tox 4, HSP90 inh -1 and SKKanGAS inh 1.
Fc1ccccc1-n1c(-c2ccc3ccccc3n2)n[nH]c1=S was read as AI-2 QS modul 29, HIF activator 1.1, KLF5 inh 2, HSF1 inh 8, aSyn UTR inh -32, HSF-1 act -4, Platelet DG rel 3, IEC-6 tox -3, HSP90 inh -4 and SKKanGAS inh 3.
Screening COc1ccc(CCC(=O)N2CCc3ccccc32)cc1 returned AI-2 QS modul 15, HIF activator 4.7, KLF5 inh -51, HSF1 inh 33, aSyn UTR inh -91, HSF-1 act 29, Platelet DG rel -2, IEC-6 tox -9, HSP90 inh -1 and SKKanGAS inh 0.
Screening COc1ccc(C(=O)CC(=O)C(=O)Nc2ccc([N+](=O)[O-])cc2C)cc1 returned AI-2 QS modul 12, HIF activator -2.6, KLF5 inh -12, HSF1 inh 1, aSyn UTR inh -9, HSF-1 act 7, Platelet DG rel -8, IEC-6 tox -7, HSP90 inh -3 and SKKanGAS inh -5.
CN(C(=O)Cn1nnc(-c2cccc(C(F)(F)F)c2)n1)C1CCCCC1 was read as AI-2 QS modul 9, HIF activator -0.2, KLF5 inh -21, HSF1 inh -4, aSyn UTR inh 9, HSF-1 act -4, Platelet DG rel 70*, IEC-6 tox 7, HSP90 inh 2 and SKKanGAS inh -3.
Fc1ccc(COc2ccc(Cl)cc2/C=N/Nc2nc(N3CCCC3)nc(N3CCCC3)n2)cc1 was read as AI-2 QS modul 10, HIF activator 0.6, KLF5 inh -15, HSF1 inh 4, aSyn UTR inh -14, HSF-1 act -5, Platelet DG rel 2, IEC-6 tox 1, HSP90 inh -1 and SKKanGAS inh 11.
Screening CCn1c(SCC(=O)Nc2sc3c(c2C#N)CCC(C(C)(C)C)C3)nnc1-c1ccco1 (stereo not given) returned AI-2 QS modul 10, HIF activator 0.2, KLF5 inh -1, HSF1 inh -11, aSyn UTR inh -29, HSF-1 act -22, Platelet DG rel -7, IEC-6 tox -8, HSP90 inh 2 and SKKanGAS inh 16.
`Nc1c(S(=O)(=O)c2cccs2)c2nc3ccccc3nc2n1Cc1cccs1` gave AI-2 QS modul 14, HIF activator -0.8, KLF5 inh -37, HSF1 inh 0, aSyn UTR inh 38, HSF-1 act 3, Platelet DG rel 3, IEC-6 tox 2, HSP90 inh 2 and SKKanGAS inh 23.
For C=CCNC(=O)c1ccc(-c2ccc([N+](=O)[O-])cc2)o1 the results were AI-2 QS modul 10, HIF activator 0.6, KLF5 inh -40, HSF1 inh 1, aSyn UTR inh -13, HSF-1 act 17, Platelet DG rel -12, IEC-6 tox 0, HSP90 inh 3 and SKKanGAS inh -1.
Cc1ccc(NC(=O)C2COc3ccccc3O2)cc1 (stereo not given) was read as AI-2 QS modul 19, HIF activator -38, KLF5 inh -132, HSF1 inh 26, aSyn UTR inh -154, HSF-1 act 46, Platelet DG rel -6, IEC-6 tox -7, HSP90 inh 3 and SKKanGAS inh -3.
`Cn1c(C(=O)N/N=C/c2ccccc2)cc2ccccc21` gave AI-2 QS modul 5, HIF activator 2.7, KLF5 inh -78, HSF1 inh 19, aSyn UTR inh -108, HSF-1 act 25, Platelet DG rel 1, IEC-6 tox 0, HSP90 inh 0 and SKKanGAS inh -1.
COc1cccc(NC(=O)CSc2nnc(-c3ccc(C)cc3)o2)c1 was read as AI-2 QS modul 2, HIF activator 2.3, KLF5 inh -172, HSF1 inh 1, aSyn UTR inh -114, HSF-1 act 11, Platelet DG rel -1, IEC-6 tox 4, HSP90 inh -2 and SKKanGAS inh -3.
Screening COc1ccc(OC)c(C(=O)c2ccccc2)c1 returned AI-2 QS modul -4, HIF activator 0.6, KLF5 inh -12, HSF1 inh 10, aSyn UTR inh 20, HSF-1 act 25, Platelet DG rel -6, IEC-6 tox 4, HSP90 inh -2 and SKKanGAS inh -4.
CCN(CC(=O)Nc1c(F)cccc1F)C(=O)c1ccc(S(=O)(=O)N2CCCC2)cc1 was read as AI-2 QS modul 33, HIF activator 0.0, HSF1 inh -3, aSyn UTR inh -2, HSF-1 act 0, Platelet DG rel -3 and SKKanGAS inh -7.
`O=c1c2[nH]c3ccccc3c2ncn1Cc1ccccn1` gave AI-2 QS modul 12, HIF activator -0.4, KLF5 inh -37, HSF1 inh -39, aSyn UTR inh -2, HSF-1 act -51, Platelet DG rel -1, IEC-6 tox 1, HSP90 inh -1 and SKKanGAS inh 15.
`N#Cc1cccn1-c1nccc(-c2cccs2)n1` gave AI-2 QS modul 15, HIF activator 0.6, KLF5 inh -15, HSF1 inh 13, aSyn UTR inh -36, HSF-1 act 9, Platelet DG rel 1, IEC-6 tox 12, HSP90 inh 2 and SKKanGAS inh -2.
CCOCCCNC(=O)c1c(C)[nH]c(C(=O)OCC)c1C was read as AI-2 QS modul 4, HIF activator 0.0, KLF5 inh 8, HSF1 inh -5, aSyn UTR inh -1, HSF-1 act 11, Platelet DG rel -3, IEC-6 tox -3, HSP90 inh -1 and SKKanGAS inh -5.
Screening COc1ccc(CN2CCN(C(C)C)C(CCO)C2)cc1Cn1cncn1 (stereo not given) returned AI-2 QS modul 27, HIF activator -0.4, KLF5 inh -33, HSF1 inh 2, aSyn UTR inh -7, HSF-1 act 2, Platelet DG rel -1, IEC-6 tox 2, HSP90 inh 2 and SKKanGAS inh -2.
`C[N+]1(CCCCSc2ccc(O)cc2)CCCCC1` gave AI-2 QS modul 11, HIF activator -0.8, KLF5 inh -1, HSF1 inh -2, aSyn UTR inh -2, HSF-1 act -7, Platelet DG rel 10, IEC-6 tox 4, HSP90 inh -2 and SKKanGAS inh 4.
Screening CC(C)c1ccc(O)c(NC(=O)c2cncc(Br)c2)c1 returned AI-2 QS modul -94*, HIF activator 0.6, KLF5 inh -43, HSF1 inh -3, aSyn UTR inh -31, HSF-1 act 3, Platelet DG rel 2, IEC-6 tox -6, HSP90 inh -3 and SKKanGAS inh -4.
`O=C(Nc1ccccc1C(=O)N1CCOCC1)C1CCCO1` (stereo not given) gave AI-2 QS modul 28, HIF activator 0.0, KLF5 inh -22, HSF1 inh 4, aSyn UTR inh -1, HSF-1 act -12, Platelet DG rel 16, IEC-6 tox 4, HSP90 inh 0 and SKKanGAS inh 0.
Screening CCc1c(C)sc(NC(=O)c2ccco2)c1C(=O)N1CCOCC1 returned AI-2 QS modul -2, HIF activator 0.3, KLF5 inh -32, HSF1 inh 0, aSyn UTR inh 22, HSF-1 act -15, Platelet DG rel 12, IEC-6 tox 1, HSP90 inh 0 and SKKanGAS inh 29.
O=c1c(Cc2c(F)cccc2Cl)c(O)ccn1C1CC1 was read as AI-2 QS modul 37, HIF activator 0.4, KLF5 inh -53, HSF1 inh -1, aSyn UTR inh -18, HSF-1 act 2, Platelet DG rel 0, IEC-6 tox 1, HSP90 inh -3 and SKKanGAS inh -8.
For Cc1cc(C)cc(N(C(=O)c2sc(C)nc2C)C(C(=O)NCc2ccco2)c2ccccc2)c1 (stereo not given) the results were AI-2 QS modul 15, HIF activator -0.3, KLF5 inh -28, HSF1 inh 3, aSyn UTR inh 21, HSF-1 act 9, Platelet DG rel -1, IEC-6 tox -2, HSP90 inh 6 and SKKanGAS inh 1.
Screening COc1cccc(N(CC(=O)Nc2cccc(C(C)=O)c2)S(C)(=O)=O)c1 returned AI-2 QS modul 7, HIF activator 0.0, KLF5 inh 1, HSF1 inh -1, aSyn UTR inh -11, HSF-1 act 11, Platelet DG rel 5, IEC-6 tox -2, HSP90 inh 1 and SKKanGAS inh -5.
For COc1ccc2[nH]c(=O)c(CNc3ccccc3)cc2c1 the results were AI-2 QS modul 28, HIF activator 2.4, KLF5 inh -25, HSF1 inh 12, aSyn UTR inh -167, HSF-1 act 6, Platelet DG rel 2, IEC-6 tox 0, HSP90 inh -3 and SKKanGAS inh -3.
Screening O=S(=O)(NCc1csc(-c2cccnc2)n1)c1ccc2c(c1)OCCO2 returned AI-2 QS modul 6, HIF activator -0.2, KLF5 inh -5, HSF1 inh -4, aSyn UTR inh 4, HSF-1 act -5, Platelet DG rel -3, IEC-6 tox 1, HSP90 inh 2 and SKKanGAS inh -1.
CCCc1cc(=O)n2[nH]c(-c3cccc(Br)c3)cc2n1 was read as AI-2 QS modul 9, HIF activator 1.4, KLF5 inh -163, HSF1 inh 27, aSyn UTR inh -181, HSF-1 act 46, Platelet DG rel 6, IEC-6 tox 11, HSP90 inh 2 and SKKanGAS inh 19.

Sorted by formula weight (highest first): part of the list above
Screening O=S(=O)(NCc1csc(-c2cccnc2)n1)c1ccc2c(c1)OCCO2 returned AI-2 QS modul 6, HIF activator -0.2, KLF5 inh -5, HSF1 inh -4, aSyn UTR inh 4, HSF-1 act -5, Platelet DG rel -3, IEC-6 tox 1, HSP90 inh 2 and SKKanGAS inh -1.
Screening CCc1c(C)sc(NC(=O)c2ccco2)c1C(=O)N1CCOCC1 returned AI-2 QS modul -2, HIF activator 0.3, KLF5 inh -32, HSF1 inh 0, aSyn UTR inh 22, HSF-1 act -15, Platelet DG rel 12, IEC-6 tox 1, HSP90 inh 0 and SKKanGAS inh 29.
CCCc1cc(=O)n2[nH]c(-c3cccc(Br)c3)cc2n1 was read as AI-2 QS modul 9, HIF activator 1.4, KLF5 inh -163, HSF1 inh 27, aSyn UTR inh -181, HSF-1 act 46, Platelet DG rel 6, IEC-6 tox 11, HSP90 inh 2 and SKKanGAS inh 19.

High-throughput results from PubChem BioAssay.
